Screening data deposited in PubChem BioAssay by several laboratories.
TNAP activators = human TNAP enzyme activators, primary screen, biochemical, luminescent, no phosphate acceptor, uHTS (AID 1001). purified TNAP, luminescent activation assay, no phosphate acceptor; higher activation fold means a stronger effect. activation fold at 20 µM, or EC50 in µM where a hit was titrated. 200,000 compounds, 0.03% hits; in the data active means activation fold from about 3, or a potency from the dose series; inactive means the rest, 99 in 100 with activation fold below about 1.6; further: many of its hits are not listed in these tables
K1F lysis inhibition = protection from phage-mediated lysis, alamar blue read-out – E. coli UTI89, K1F phage, bacterial capsule biogenesis inhibitors (AID 488966); 340,000 compounds, 0.02% hits; one-dose inhibition, % at 100 µM; IC50 in µM for titrated hits; E. coli UTI89 K1F phage lysis, alamar blue, 2 h; higher % means a stronger effect;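 active means phage lysis inhibition, versus mean bacterial control, above a set limit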;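 further: capsule biogenesis inhibitors block K1F phage lysis so surviving cells raise fluorescence; higher fluorescence means more inhibition of phage lysis; actives were called in the ten point dose series up to 300 µM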
PMI inhibition = MPI inhibition at elevated mannose 6-phosphate – biochemical, fluorescence intensity, high mannose 6-phosphate, primary screen (AID 1220); recombinant PMI enzyme, coupled fluorescence intensity; higher % means a stronger effect; 190,000 compounds, 0.66% hits; inhibition, % at 20 µM; hits with a dose series show IC50 in µM
XIAP displacement = XIAP antagonists, biochemical, IAP family, fluorescence polarization (AID 1018). 200,000 compounds, 0.007% hits. XIAP BIR domain, fluorescence polarization peptide displacement; higher % means a stronger effect. displacement, % at 20 µM; hits with a dose series show IC50 in µM; in the data active means displacement above about 50%; further: a part of the inactive calls stands beside numbers as strong as those of hits
human PMI inhibition = inhibitors of human PMI, primary screen, biochemical, fluorescence intensity, coupled assay (AID 1209); purified PMI enzyme, coupled fluorescence intensity; higher % means a stronger effect; one-dose inhibition, % at 20 µM; IC50 in µM for titrated hits; 190,000 compounds, 0.42% hits;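 further: plate controls were DMSO vehicle for no effect and wells lacking substrate for full effect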
Lipid droplet = modulators of hepatic lipid droplet formation; 240,000 compounds, 0.4% hits; inhibition, % at 6.5 µM; AML12 mouse hepatocytes, oleate lipid droplets, BODIPY imaging; AID 1656;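 active means lipid droplet intensity inhibited by at least 50%, with more than 500 cells counted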
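Assay system: AML12 hepatocytes (mouse); Probe or stimulus: oleic acid at 100 µM to induce lipid droplet formation; Dosing: compound at 6.5 µM only; Schedule: compound with oleate, overnight; Detection: fluorescence imaging, 20x objective, two fields per well; Measure: % inhibition of lipid droplet signal.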
P. falciparum M1AAP = malaria alanyl aminopeptidase activity blockers – biochemical, fluorogenic H-Leu-NHMec substrate, 1536-well (AID 1445) | 220,000 compounds, 0.42% hits | inhibition, % at 30 µM; hits with a dose series show IC50 in µM | recombinant M1AAP, H-Leu-NHMec fluorogenic kinetic assay; higher % means a stronger effect;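 active means primary inhibition above the hit cutoff, then over 50% inhibition at one or more dose response concentrations, cut at about 23% in these data, passing the limit was not always enough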;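 further: plate controls were DMSO full reaction for no effect and no enzyme background for full effect; strong numbers were not always called active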
M17LAP inhibition = P. falciparum M17LAP inhibitors, primary screen, biochemical, fluorogenic H-Leu-NHMec substrate, 1536-well (AID 1619) | inhibition, % at 30 µM; hits with a dose series show IC50 in µM | 220,000 compounds, 0.38% hits | recombinant M17LAP, H-Leu-NHMec fluorogenic kinetic assay; higher % means a stronger effect;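 active means compound inhibiting the enzyme by more than half at any dose during confirmatory dose-response retesting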;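 further: plate controls were full reaction with DMSO carrier for no effect and no enzyme background for full effect; strong numbers were not always called active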
Siah-1 displacement = blockers of Siah-1 interaction with plectin peptide – biochemical, fluorescence polarization, rhodamine-plectin, uHTS, primary screen (AID 1817). 290,000 compounds, 0.02% hits. Siah-1 / rhodamine-plectin peptide fluorescence polarization; higher % means a stronger effect. displacement, % at 20 µM, or IC50 in µM where a hit was titrated;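 active means displacement of at least 50% at 20 µM, with a fluorescence ratio check between 0.3 and a set limit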;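 further: plate controls were Siah plus tracer with DMSO for no effect and tracer alone without Siah for full effect; strong numbers were not always called active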
Lipid droplet cells 6.5 µM = further read-out of Lipid droplet, marked with its call; cell count; measured here: cell count, cytotoxicity flag;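 cells counted across two imaged fields per well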
An asterisk follows results filed as active; x = not tested or not shown; [ ] = another dose, or the depositor's remark. Unless noted, no stated cut-off is given here; in the data, active means inhibition above about 50%; inactive means the rest.

SMILES	TNAP activators	K1F lysis inhibition	PMI inhibition	XIAP displacement	human PMI inhibition	Lipid droplet	Lipid droplet cells 6.5 µM	P. falciparum M1AAP	M17LAP inhibition	Siah-1 displacement
O=C(CCn1c2c(c3ccccc31)CCCC2)NNC(=O)c1ccccc1Cl	1.7	1.6%	11.9%	-4.6%	10.2%	-0.7	704	-7.8%	-5.9%	1.2%
COC(=O)[C@H](C)NC(=O)Nc1ccccc1C(F)(F)F	1	10.0%	7.6%	-3.4%	9.7%	x	x	7.9%	-3.2%	-3.2%
Cc1noc(NS(=O)(=O)c2ccc(N/C=C\C(=O)c3cccc4ccccc34)cc2)c1C	0.9	-4.8%	-1.7%	-10.5%	-19.4%	3.6	743	19.5%	13.4%	-4.2%
Cc1cccc(C)c1NC(=O)Nc1ccc2c(c1)OCO2	1	0.2%	14.1%	-5.9%	13.7%	1.2	699	4.6%	5.5%	-5.2%
COc1ccc(NC(=O)C2CC(=O)N(Cc3ccc(C)cc3)C2)cc1S(=O)(=O)N1CCCCC1 (stereo not given)	1.1	1.7%[50 µM]	6.1%	-4.2%	8.8%	2.1	592	0.7%	4.4%	1.8%
Cc1noc(C)c1S(=O)(=O)N(CC(=O)NCc1ccc2c(c1)OCO2)c1ccc(C(C)C)cc1	1.2	-2.4%	8.4%	-5.8%	12.4%	x	x	6.9%	7.1%	-2.4%
COc1ccccc1NC(=O)N1CCCC1C(=O)Nc1ccc(NC(C)=O)cc1 (stereo not given)	1.1	0.2%	-2.8%	-3.1%	0.8%	x	x	7.4%	0.8%	-5.1%
Cc1ccc(NC(=O)CSc2nnc(-c3ccncc3)n2C)cc1S(=O)(=O)N1CCOCC1	1	0.6%	-5.7%	-4.5%	-7.6%	9.8	650	5.1%	-1.4%	-4.5%
CC1CCN(c2ncccc2C(=O)O)CC1	1	0.1%	12.7%	-4.2%	8.1%	x	x	-0.1%	1.1%	1.1%
Cc1cc(C)c(N(CC(=O)NC(C)(C)C)C(=O)CNC(=O)c2cccs2)c(C)c1	1.1	x	2.8%	-5.3%	1.7%	6.0	733	x	x	3.7%
CCOC(=O)Cn1c(=S)[nH]c2c(oc3ccc(Cl)cc32)c1=O	1.1	0.1%	-10.7%	-7.2%	2.6%	-3.0	756	2.0%	19.5µM*	1.7%
C=CCNC(=S)NNC(=O)C(CCC(C)C)CC(C)O (stereo not given)	43.5µM*	0.1%	5.7%	-6.8%	3.0%	1.8	770	-1.4%	-6.2%	0.8%
Cc1cccc(NC(=S)N(Cc2ccc(Cl)cc2)Cc2ccc(C(=O)O)cc2)c1	1	0.0%	-9.5%	-21.1%	-9.3%	-1.5	690	-4.9%	7.0%	0.7%
Cc1ccccc1Nc1nc(N)nc(COC(=O)c2ccc(O)cc2)n1	1.1	3.3%	1.2%	1.4%	11.6%	-6.0	563	0.6%	2.1%	1.2%
COc1ccc2nc(NC(=O)c3ccc(-c4cccc([N+](=O)[O-])c4)o3)sc2c1	1	x	-5.7%	-1.1%	6.9%	1.1	522	6.1%	3.4%	0.9%
Cc1ccc(C(C#N)c2ccc(Cl)nn2)cc1 (stereo not given)	1.1	1.8%	9.3%	-3.2%	-5.3%	x	x	8.2%	-5.7%	3.5%
Cc1ccc(N2CC(C(=O)OCC(=O)C(C)(C)C)CC2=O)cc1C (stereo not given)	1.1	-0.2%	-1.6%	3.7%	-5.1%	x	x	14.0%	2.7%	-2.0%
CCOc1ccccc1NC(=O)C(NCC1(N2CCCCC2)CCCCC1)c1ccccc1 (stereo not given)	1.2	-0.2%	-5.1%	-5.8%	-4.4%	-3.0	671	2.0%	2.9%	3.3%
Cc1ccc(S(=O)(=O)N2CCCC(C(=O)NNCC(=O)Nc3cc(F)ccc3F)C2)cc1 (stereo not given)	1.1	-0.2%	-3.4%	-4.3%	-14.1%	-4.8	678	3.1%	7.1%	-5.7%
O=C(NCCc1ccccc1)C(=O)NCC1OCCN1S(=O)(=O)c1ccc([N+](=O)[O-])cc1 (stereo not given)	1.1	0.1%	-8.1%	-6.0%	-5.8%	-1.8	671	3.2%	4.9%	4.0%
CC(C)(C)C1CCc2c(sc(NC(=O)c3ccco3)c2C(N)=O)C1 (stereo not given)	1.1	-2.1%	4.0%	-1.4%	4.6%	4.3	780	2.6%	26.2%	-6.8%
COc1ccc(CCN(Cc2cccs2)S(=O)(=O)c2ccc(S(=O)(=O)N3CCC(C)CC3)cc2)cc1OC	1.1	3.2%	1.5%	-9.1%	4.4%	-8.1	624	4.3%	8.3%	-3.2%
COc1cc(OC)c2c(c1)C(=O)OC2	0.9	1.5%[50 µM]	-32.4%	-5.4%	-25.8%	3.7	621	2.1%	-4.7%	-5.1%
CCOC(=O)c1sc(NC(=O)CSc2ccccn2)c(C#N)c1C	1.1	2.6%	-9.8%	-4.7%	2.5%	0.4	755	0.2%	4.7%	2.1%
c1ccc(-c2nnc(SCc3nc4ccccc4[nH]3)n2Cc2ccco2)nc1	1	8.8%	1.2%	-2.6%	-0.2%	x	x	4.0%	12.9%	-10.4%
CCOc1[nH]n(-c2ccccc2)c(=O)c1C=Nc1ccc(C)cc1	1.1	0.0%	-7.8%	-7.4%	-23.6%	-6.3	660	0.2%	-3.1%	5.2%
Fc1ccc(-n2c(-c3cccs3)nc3nc4ccccc4nc32)cc1	1	-2.5%	10.3%	-7.0%	7.2%	-8.5	661	0.3%	-18.6%	10.9%
O=C(Cc1coc(-c2ccc(F)cc2)n1)Nc1ccccc1	1.1	1.3%	3.7%	-4.5%	8.0%	-1.2	673	2.9%	3.0%	-1.0%
COC(=O)c1ccc(NC(=O)C(=O)c2cccn2C)cc1	1	-0.3%	52.2%*	-12.4%	13.7%	-0.6	713	-0.8%	-5.3%	-2.6%
COc1ccc(S(=O)(=O)NCc2ccc(C)cc2)cc1	1.1	0.0%	-1.4%	-3.3%	-1.0%	-9.1	766	1.8%	-5.3%	0.8%
O=C(Cc1ccc(Cl)cc1)Nc1ccc(N2CCN(C(=O)c3ccco3)CC2)c(Cl)c1	1.4	0.3%	18.2%	-23.3%	27.6%	-0.6	783	2.5%	0.1%	4.3%
Cc1ccc(NCc2nnc3n2CCCCC3)cc1	1	0.6%	10.0%	-6.8%	-8.7%	x	x	-1.9%	8.3%	-6.4%
Clc1cccc(N2CCN(CCNc3nc4ccccc4n4cnnc34)CC2)c1	1	7.5%	14.4%	-6.4%	10.7%	-43.9	685	0.7%	8.0%	-0.4%
COC(CNC(=O)C1CCCCC1C(=O)O)OC (stereo not given)	1.1	5.0%	-0.3%	-1.9%	-5.8%	11.1	745	-2.3%	1.2%	5.4%
Cc1cc(C(=O)COc2cccnc2[N+](=O)[O-])c(C)n1Cc1ccco1	0.9	-0.1%	59.5%*	-5.9%	28.8%	-10.2	689	1.5%	4.5%	24.0%
O=C(COc1ccc(S(=O)(=O)NCc2ccccc2)cc1)NCC1CCCO1 (stereo not given)	1.1	-0.2%	-2.9%	1.0%	3.1%	25.0	736	4.3%	3.2%	-4.7%
CCOC(=O)C1CCN(C(=O)CNS(=O)(=O)c2cccs2)CC1	1.1	5.2%	7.1%	0.7%	5.3%	-2.3	750	11.9%	0.9%	-4.7%
COc1cc(C(=O)Nc2ccc(C(=O)O)cc2)ccc1OC(C)=O	1.1	-0.3%	11.5%	-1.2%	8.0%	24.3	722	-0.1%	-1.8%	1.1%
CC(=O)NC(NC(C)=O)c1ccc(Br)cc1	1	-0.8%	0.2%	-2.5%	1.5%	x	x	4.9%	-1.9%	-2.6%
Cc1ccc(NC(=O)CN(C)C(=O)CCC(=O)c2cccs2)cc1	1	4.3%	-0.8%	-5.6%	9.8%	4.1	651	-8.5%	5.3%	-10.3%
CCn1c(SCC(=O)Nc2cccc(OC)c2)nnc1-c1ccc(Cl)cc1	1.1	-2.5%	-5.0%	-2.9%	-3.2%	x	x	-3.6%	-2.8%	2.4%
Cc1cc(C(=O)NCc2cccnc2)n(-c2ccccc2)n1	1.1	-0.2%	5.2%	-3.1%	9.4%	33.3	643	-0.2%	3.6%	7.1%
COc1ccccc1OC(=O)C1CC(=O)N(c2ccc(Cl)cc2)C1 (stereo not given)	1	0.9%	15.2%	-15.6%	15.7%	0.2	747	-0.5%	-3.8%	-2.5%
N#Cc1ccc(N2C(=O)[C@@H]3C(C(=O)C(c4ccccc4)c4ccccc4)=NN[C@@H]3C2=O)cc1	1.2	-9.1%	-0.6%	-2.9%	-13.2%	20.7	672	3.8%	-16.8%	6.3%
CC(=O)Nc1ccc(NC(=O)COC(=O)c2ccc(C)s2)cc1	1.1	1.2%	-0.4%	-6.0%	-2.1%	2.7	799	-8.8%	-2.1%	4.2%
COc1cc2c(cc1NC(=O)c1cc(-c3ccncc3)nc3ccccc13)oc1ccccc12	1	2.5%	5.6%	-9.7%	15.6%	-9.9	691	5.9%	13.6%	1.2%
CC1CC1C(=O)NCCc1ccc(Cl)cc1 (stereo not given)	1	0.1%	5.5%	-5.7%	-17.1%	-1.5	697	-2.1%	4.4%	-3.1%
c1ccc(CSc2ccc(-c3ccccn3)nn2)nc1	0.5	-0.3%	-4.8%	-7.1%	-2.4%	4.0	688	3.1%	4.3%	-3.6%
O=C(NCCc1c[nH]c2ccccc12)/C(=C\c1cccnc1)NC(=O)c1ccccc1F	x	-0.2%	x	x	x	1.8	675	-1.6%	1.8%	4.3%
COc1ccc(S(=O)(=O)NC(CC(=O)NCc2ccco2)C(C)C)cc1 (stereo not given)	1	-0.2%	5.7%	-9.8%	2.1%	4.2	661	2.9%	2.4%	5.8%
Cc1ccc(S(=O)(=O)N2CCCC2)cc1[N+](=O)[O-]	1	0.5%[50 µM]	-2.9%	-0.6%	4.5%	20.1	659	1.3%	1.5%	1.4%

Of the compounds above, four have an NH in an aromatic ring:
SMILES	TNAP activators	K1F lysis inhibition	PMI inhibition	XIAP displacement	human PMI inhibition	Lipid droplet	Lipid droplet cells 6.5 µM	P. falciparum M1AAP	M17LAP inhibition	Siah-1 displacement
CCOC(=O)Cn1c(=S)[nH]c2c(oc3ccc(Cl)cc32)c1=O	1.1	0.1%	-10.7%	-7.2%	2.6%	-3.0	756	2.0%	19.5µM*	1.7%
c1ccc(-c2nnc(SCc3nc4ccccc4[nH]3)n2Cc2ccco2)nc1	1	8.8%	1.2%	-2.6%	-0.2%	x	x	4.0%	12.9%	-10.4%
CCOc1[nH]n(-c2ccccc2)c(=O)c1C=Nc1ccc(C)cc1	1.1	0.0%	-7.8%	-7.4%	-23.6%	-6.3	660	0.2%	-3.1%	5.2%
O=C(NCCc1c[nH]c2ccccc12)/C(=C\c1cccnc1)NC(=O)c1ccccc1F	x	-0.2%	x	x	x	1.8	675	-1.6%	1.8%	4.3%
